Compound activity deposited in PubChem BioAssay by Sanford-Burnham Center for Chemical Genomics.
human PMI inhibition – inhibitors of human PMI, primary screen, biochemical, fluorescence intensity, coupled assay (AID 1209); purified PMI enzyme, coupled fluorescence intensity; higher % means a stronger effect; inhibition, % at 20 µM, or IC50 in µM where a hit was titrated; hit rate 0.42% among 190,000;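 also: plate controls were DMSO vehicle for no effect and wells lacking substrate for full effect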
TNAP activators – human TNAP enzyme activators, primary screen, biochemical, luminescent, no phosphate acceptor, uHTS (AID 1001); purified TNAP, luminescent activation assay, no phosphate acceptor; higher activation fold means a stronger effect; activation fold at 20 µM, or EC50 in µM where a hit was titrated; hit rate 0.03% among 200,000; in the data active = activation fold from about 3, or a potency from the dose series; inactive = the rest, 99 in 100 with activation fold below about 1.6; also: many of its hits are not listed in these tables
NOD2 inhibition – inhibition of NOD2-driven NF-kB reporter – cell-based, luminescence, uHTS, HEK293 (AID 1566) | inhibition, % at 4 µM; hits with a dose series show EC50 in µM | hit rate 0.63% among 290,000 | HEK293 NOD2/NF-kB luciferase reporter, luminescence; higher % means a stronger effect; also: many of its hits are not listed in these tables
KOR beta-arrestin-1 – KOR antagonists, beta-arrestin recruitment, cell-based, luminescence, uHTS (AID 1778); hit rate 0.091% among 290,000; KOR beta-arrestin recruitment, luminescence, antagonist mode; higher % means a stronger effect; one-dose inhibition, % at 10 µM; IC50 in µM for titrated hits; also: strong numbers were not always called active
XIAP displacement – XIAP antagonists, biochemical, IAP family, fluorescence polarization (AID 1018); XIAP BIR domain, fluorescence polarization peptide displacement; higher % means a stronger effect; displacement, % at 20 µM, or IC50 in µM where a hit was titrated; hit rate 0.007% among 200,000; in the data active = displacement above about 50%; also: a part of the inactive calls stands beside numbers as strong as those of hits
human PMI inhibitors – human PMI inhibitors, high substrate, primary screen, biochemical, fluorescence intensity, high mannose 6-phosphate (AID 1220). inhibition, % at 20 µM, or IC50 in µM where a hit was titrated. recombinant PMI enzyme, coupled fluorescence intensity; higher % means a stronger effect. hit rate 0.66% among 190,000
KOR beta-arrestin-2 – kappa opioid receptor activators – cell-based, luminescence, uHTS, primary screen (AID 1777) | KOR beta-arrestin recruitment, luminescence; higher % means a stronger effect | hit rate 0.02% among 280,000 | one-dose activation, % at 10 µM; EC50 in µM for titrated hits; in the data active = activation above about 50%, passing the limit was not always enough; also: a part of the inactive calls stands beside numbers as strong as those of hits
LYP phosphatase – PTPN22 lymphoid phosphatase activity blockers – biochemical, fluorescence intensity, uHTS (AID 1779). recombinant LYP phosphatase, fluorescence intensity; higher % means a stronger effect. inhibition, % at 11.5 µM, or IC50 in µM where a hit was titrated. hit rate 0.054% among 290,000;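 also: plate controls were vehicle with enzyme for no effect and no enzyme for full effect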
NOD1 inhibition – NOD1 signaling inhibitors, primary screen, cell-based, luminescence, uHTS (AID 1578) | hit rate 1% among 290,000 | inhibition, % at 4 µM; hits with a dose series show EC50 in µM | NOD1-driven NF-kB luciferase reporter cells, luminescence; higher % means a stronger effect; in the data active = inhibition mostly above about 36%, no sharp cut-off; inactive = mostly below about 34%;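 also: HEK-293T reporter cells stimulated with the NOD1 agonist gamma-tri-DAP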
* marks the source's active call; other numbers are inactive results; x = no result given; [ ] = dose if it differs, or a comment. Rule as the data show it, unless noted: active = inhibition above about 50%; inactive = the rest.

No.	SMILES	human PMI inhibition	TNAP activators	NOD2 inhibition	KOR beta-arrestin-1	XIAP displacement
1	CCc1ccc2c(CSc3nnnn3C)cc(=O)oc2c1	x	x	28%	17%	x
2	CCSc1ncc(Cl)c(C(=O)Nc2ccc(S(=O)(=O)Nc3ncccn3)cc2)n1	x	x	18%	15%	x
3	CCN(CC)C(=O)Cn1cc(C(=O)C(=O)N2CCN(C)CC2)c2ccccc21	x	x	13%	-22%	x
4	O=C(NCCCN1CCCC1=O)C(=O)NCC1OCCN1S(=O)(=O)c1ccc(Cl)cc1 (stereo not given)	x	x	0%	-2%	x
5	O=C(O)c1cccc(S(=O)(=O)Nc2ccc(O)c(Sc3nc4ccccc4s3)c2)c1	-20%	1.1	1%	-9%	-5.6%
6	CC1=Nc2ccc(C)cc2/C1=C/c1c(N)n2nc(CC(=O)N3CCOCC3)sc2nc1=O	x	x	14%	10%	x
7	Cc1ccc(C2=[N+]([O-])C(C)(C)N(O)C2(C)C)cc1	6%	1.1	12%	-13%	-2.5%
8	O=C(N/N=C\c1c(O)ccc2ccccc12)c1ccc(Cn2cccn2)o1	-13%	1.2	18%	-17%	-7.2%

No.	human PMI inhibitors	KOR beta-arrestin-2	LYP phosphatase	NOD1 inhibition
1	x	-1.0%	-4%	7%
2	x	1.2%	-8%	-14%
3	x	-2.2%	-4%	-23%
4	x	-0.1%	-8%	-25%
5	-20%	1.5%	3%	-27%
6	x	14%	-8%	-4%
7	7%	6.7%	-7%	-12%
8	-5%	1.5%	-3%	-61%

Exported with values under each structure: 2 of the compounds above
Value order – human PMI inhibition, TNAP activators, NOD2 inhibition, KOR beta-arrestin-1, XIAP displacement, human PMI inhibitors, KOR beta-arrestin-2, LYP phosphatase, NOD1 inhibition
(3) CCN(CC)C(=O)Cn1cc(C(=O)C(=O)N2CCN(C)CC2)c2ccccc21
→ x, x, 13%, -22%, x, x, -2.2%, -4%, -23%
(1) CCc1ccc2c(CSc3nnnn3C)cc(=O)oc2c1
→ x, x, 28%, 17%, x, x, -1.0%, -4%, 7%

(cont.)
No.	SMILES	human PMI inhibition	TNAP activators	NOD2 inhibition	KOR beta-arrestin-1	XIAP displacement
9	COc1ccc(N/N=C(\C#N)C(N)=O)cc1	-6%	0.9	-11%	8%	-9.1%
10	CC(C)(C)NC(=O)COc1ccc(CNCc2ccccn2)cc1	-20%	0.9	-6%	-24%[20 µM]	-6.8%
11	Cc1ccc(CN(CC(=O)NC(C)(C)C)C(=O)CNC(=O)c2cccs2)cc1	1%	1	-6%	3%[20 µM]	-5.0%
12	CC(=O)Nc1ccc(Sc2ccccc2C(=O)N2CCCC2)cn1	2%	1	2%	-14%	-9.0%
13	CCOc1ccccc1NC(=O)[C@@H](NC(=O)c1cccc(S(=O)(=O)N2CCOCC2)c1)C(C)C	-2%	0.9	16%	15%	-5.4%
14	Cc1onc(-c2c(F)cccc2Cl)c1C(=O)Nc1cccc(Cn2cccn2)c1	7%	1.1	12%	21%	0.8%
15	CCN(CC(=O)Nc1ccc(NC(C)=O)cc1)C(=O)C12CC3CC(CC(Cl)(C3)C1)C2	x	x	3%	-17%	x
16	CCOC(=O)C(NC(C)=O)C(=O)Nc1ccc(C(C)(C)C)cc1 (stereo not given)	-7%	1.1	2%	-6%[20 µM]	-4.1%

No.	human PMI inhibitors	KOR beta-arrestin-2	LYP phosphatase	NOD1 inhibition
9	-3%	-7.0%	-2%	-42%
10	-10%	12%	2%	-38%
11	-5%	-8.4%	-5%	-48%
12	-3%	6.3%	-3%	5%
13	-3%	-5.1%	-1%	-30%
14	1%	0.1%	-8%	1%
15	x	3.7%	-8%	-29%
16	-7%	0.0%	-1%	-24%

(next part)
No.	SMILES	human PMI inhibition	TNAP activators	NOD2 inhibition	KOR beta-arrestin-1	XIAP displacement
17	COc1ccc(NC(=O)c2ccc(COc3ccccc3)o2)c(OC)c1	x	x	-1%	-21%	x
18	Cc1onc(-c2c(F)cccc2Cl)c1C(O)c1ccc(F)cc1 (stereo not given)	x	x	-7%	-18%	x
19	CCOc1ccc(C(=O)NC2=NCCS2)cc1	-6%	1.1	-61%	-54%[20 µM]	-6.0%
20	CCc1ccc(CN(C)C(=O)c2cc(COc3cc(C)c(Cl)c(C)c3)on2)nc1	x	x	11%	0%	x
21	Clc1nc(Nc2ccc(N3CCOCC3)cc2)c2ccccc2n1	4%	1	-15%	-18%[20 µM]	7.3%
22	COC(=O)c1ccc(CSc2nnc(NC(=O)C3CCCO3)s2)cc1 (stereo not given)	6%	1	-6%	1%	-4.9%
23	C(=N\Nc1nc2ccccc2[nH]1)/c1ccc2c(c1)OCO2	-4%	1.7	-86%	2%	-1.8%
24	C/C(=C\C(=O)c1ccccc1)Nc1ccc(N2CCOCC2)cc1	6%	1.1	-8%	6%	-3.2%

No.	human PMI inhibitors	KOR beta-arrestin-2	LYP phosphatase	NOD1 inhibition
17	x	1.2%	-1%	66%
18	x	0.9%	3%	-9%
19	-6%	0.1%	-4%	-27%
20	x	-0.1%	-3%	-16%
21	-7%	x	-4%	4%
22	4%	-3.2%	3%	-19%
23	0%	1.5%	4%	-22%
24	2%	-1.2%	-3%	-43%

Next section, starting with the last two of the part before.
No.	SMILES	human PMI inhibition	TNAP activators	NOD2 inhibition	KOR beta-arrestin-1	XIAP displacement
23	C(=N\Nc1nc2ccccc2[nH]1)/c1ccc2c(c1)OCO2	-4%	1.7	-86%	2%	-1.8%
24	C/C(=C\C(=O)c1ccccc1)Nc1ccc(N2CCOCC2)cc1	6%	1.1	-8%	6%	-3.2%
25	Cc1ccc(OC(C)C(=O)Nc2ccccc2C(=O)N2CCOCC2)cc1 (stereo not given)	x	x	5%	-11%	x
26	CCOC(=O)C1CCN(Cc2ccc(F)cc2)CC1	-11%	1.1	-9%	33%	-5.1%
27	CC(=O)OC(C(=O)NC1CCCCC1)c1ccccc1 (stereo not given)	-3%	1.1	-11%	-21%	-3.6%
28	CCOc1ccc(CCNc2nc3ccc(C)cc3n3cnnc23)cc1OCC	x	x	0%	20%	x
29	O=C(Nc1ccccc1)c1ccccc1CCc1ccccc1	-7%	1	-4%	-27%	-1.0%
30	O=C(Oc1ccccc1C(=S)N1CCOCC1)c1ccc([N+](=O)[O-])cc1[N+](=O)[O-]	x	x	2%	7%	x
31	COc1ccc(S(=O)(=O)N2CCC(N3CCCC3)CC2)cc1	x	x	-29%	11%	x
32	CCN(CC)S(=O)(=O)c1ccc(C(=O)NCCSc2c[nH]c3ccccc23)cc1	13%	1.1	0%	16%	-0.4%

No.	human PMI inhibitors	KOR beta-arrestin-2	LYP phosphatase	NOD1 inhibition
23	0%	1.5%	4%	-22%
24	2%	-1.2%	-3%	-43%
25	x	0.4%	-9%	-5%
26	-15%	3.3%	4%	-38%
27	-7%	-4.3%	-16%	-10%
28	x	-1.7%	-1%	-15%
29	-3%	1.5%	6%	8%
30	x	-1.7%	4%	-4%
31	x	0.9%	-6%	-22%
32	14%	-1.5%	2%	2%

Further results:
No.	SMILES	human PMI inhibition	TNAP activators	NOD2 inhibition	KOR beta-arrestin-1	XIAP displacement
33	CCn1c(SC)nc2c(c1=O)SC(C)C2 (stereo not given)	7%	1.1	4%	5%	-6.2%
34	COc1cnc(-c2ccccc2)nc1Oc1cccc(C)c1C	-3%	1	11%	11%	-4.7%
35	O=C(NC(=S)NNC(=O)c1ccccc1[N+](=O)[O-])c1ccccc1	17%	1.9	4%	6%	-1.9%
36	O=C(COC(=O)c1cncc(Br)c1)NCc1ccc2c(c1)OCO2	-9%	1.1	-3%	2%	-4.8%
37	O=C(Nc1cc(=O)[nH]c2ncnn12)c1ccccc1Cl	0%	1.1	9%	9%	-0.1%
38	COc1ccc(NC(=O)Cn2c3ccc(OC)cc3c3nc4n(c(=O)c32)CCS4)cc1	x	x	-16%	-29%	x
39	CCOCCCNc1nc2ccccc2[nH]1	16%	1	-8%	27%	-2.4%
40	Cc1ccc(-n2cc(-c3ccccc3)c3c(NN4CCOCC4)ncnc32)cc1	-11%	1	6%	16%	-3.2%

No.	human PMI inhibitors	KOR beta-arrestin-2	LYP phosphatase	NOD1 inhibition
33	5%	-4.5%	-10%	12%
34	1%	-2.8%	2%	35%
35	-47%	6.3%	-2%	-9%
36	-3%	-1.2%	-9%	-34%
37	5%	-2.6%	-9%	15%
38	x	-2.6%	-14%	-16%
39	8%	-2.4%	-2%	-21%
40	-3%	9.2%	-8%	36%

(listing goes on)
No.	SMILES	human PMI inhibition	TNAP activators	NOD2 inhibition	KOR beta-arrestin-1	XIAP displacement
41	COc1ccc(C)cc1S(=O)(=O)NC1CCCCC1C (stereo not given)	9%	1.1	-13%	14%	-4.0%
42	CCOC(=O)N1CCN(CC(O)COc2c(OC)cccc2OC)CC1 (stereo not given)	-4%	1.2	13%	-35%	-4.1%
43	CC(C)Cc1cc(C(=O)N(C)C2CCCN(Cc3ccccc3F)C2)n(C)n1 (stereo not given)	x	x	-1%	-48%	x
44	COc1ccc2nc(NC(=O)Cc3ccc(OC)c(S(=O)(=O)N4CCOCC4)c3)sc2c1	6%	1.2	-5%	6%	-6.6%
45	Clc1ccc(Oc2ccccc2)c2ncccc12	x	x	8%	-9%	x
46	O=C(NC1CCN(Cc2ccccc2)CC1)c1ccc(S(=O)(=O)NCc2ccco2)cc1	5%	1	38%	7%	-2.8%
47	Cc1cc2c(cc1C)NC(CC(=O)NCc1ccccc1)C(=O)N2 (stereo not given)	-21%	1.1	-25%	-12%	1.9%
48	CCCC(C)NS(=O)(=O)c1ccc(OC)c(C)c1 (stereo not given)	-1%	1	21%	-9%	-2.2%

No.	human PMI inhibitors	KOR beta-arrestin-2	LYP phosphatase	NOD1 inhibition
41	5%	-1.2%	1%	-27%
42	-6%	8.7%	-11%	-8%
43	x	2.4%	-6%	-8%
44	6%	-1.2%	-6%	7%
45	x	1.2%	-8%	5%
46	5%	-3.9%	-4%	11%
47	2%	-3.7%	-3%	-46%
48	-1%	-4.7%	-6%	-9%

Next part
No.	SMILES	human PMI inhibition	TNAP activators	NOD2 inhibition	KOR beta-arrestin-1	XIAP displacement
49	COc1ccccc1CCNC(=O)C1CCN(c2nnc(C)c3c(C)n(-c4ccc(C)cc4)nc23)CC1	x	x	21%	0%	x
50	COc1ccc(C2/C=C\CNCC(=O)N2Cc2ccc(F)cc2)cc1 (stereo not given)	x	x	10%	26%	x
51	CN1C(=S)SC(/[N+]([O-])=C\c2ccco2)C1(C)C (stereo not given)	5%	1.1	17%	-1%	-6.8%
52	COc1cc(C(=O)OCc2cc3ccccc3[nH]c2=O)cc(OC)c1OC	4%	1	1%	3%	-9.6%
53	CN1C(=O)c2ccccc2C(C(=O)NCC2CCCO2)C1c1c[nH]c2ccccc12 (stereo not given)	7%	1.1	-4%	14%	-4.3%
54	Cc1noc(NC(=O)c2c(-c3c(Cl)cccc3Cl)noc2C)c1[N+](=O)[O-]	x	x	22%	24%	x
55	CCCCc1nnc(NC(=O)C2CC(=O)N(Cc3ccccc3)C2)s1 (stereo not given)	x	x	21%	6%	x
56	Nc1cccc(-c2nc3ccccc3s2)c1	0%	1.2	-56%	-11%	-0.4%
57	COC(=O)c1ccc(NC(=S)N2CCN(CCO)CC2)cc1	x	x	0%	-14%	x
58	CCOc1ccccc1NS(=O)(=O)c1cn(C)nc1C	-9%	1.1	6%	5%	-10%

No.	human PMI inhibitors	KOR beta-arrestin-2	LYP phosphatase	NOD1 inhibition
49	x	-6.4%	-6%	3%
50	x	-1.1%	-3%	-5%
51	0%	2.2%	-2%	8%
52	-3%	-1.3%	-3%	-36%
53	0%	4.6%	-3%	-8%
54	x	-5.6%	-3%	-4%
55	x	-0.8%	-10%	-21%
56	-3%	-1.5%	-7%	-48%
57	x	-2.6%	-8%	-18%
58	-10%	-2.8%	0%	-31%

These rows are one share of the data. The share of hits here may be higher or lower than overall.
